High-throughput results (PubChem BioAssay)
CHRM5 agonist = agonists of human muscarinic M5 receptor (CHRM5) | P08912 | CHO-K1 hM5 cells, Fluo-8 calcium fluorescence; 0% DMSO wells, 100% maximal acetylcholine response | activation, % at 3 µM | actives 0.19% (n = 360,000);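 active = activation above the run's mean over test compounds plus 3 SD, cut at about 23% in these data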;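 also: signal is peak over basal fluorescence ratio across the kinetic read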
Target sequence (P08912 whole entry, looked up): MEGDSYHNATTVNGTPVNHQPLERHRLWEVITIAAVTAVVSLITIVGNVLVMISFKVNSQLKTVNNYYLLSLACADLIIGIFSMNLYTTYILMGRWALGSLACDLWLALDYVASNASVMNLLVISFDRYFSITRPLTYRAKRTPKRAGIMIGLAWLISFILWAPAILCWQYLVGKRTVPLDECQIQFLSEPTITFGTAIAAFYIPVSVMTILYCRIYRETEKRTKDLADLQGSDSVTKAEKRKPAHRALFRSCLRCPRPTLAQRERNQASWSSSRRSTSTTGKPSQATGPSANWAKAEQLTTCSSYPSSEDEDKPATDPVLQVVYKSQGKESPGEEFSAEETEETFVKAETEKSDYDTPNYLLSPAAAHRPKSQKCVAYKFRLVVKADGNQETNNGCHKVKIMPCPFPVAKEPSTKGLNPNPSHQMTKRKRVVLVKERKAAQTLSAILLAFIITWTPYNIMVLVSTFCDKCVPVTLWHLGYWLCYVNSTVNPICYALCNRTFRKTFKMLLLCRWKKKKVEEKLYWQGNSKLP
M1 PAM = potentiates human M1 receptor response to acetylcholine; CHO-K1 hM1, Fluo-8 calcium fluorescence, ACh EC20; 0% = ACh EC20, 100% = maximal ACh; activation, % at 3 µM; actives 0.088% (n = 360,000); P11229; in the data active = activation above about 19%, passing the limit was not always enough
TAAR1 ag = human TAAR1 agonism | Q96RJ0 | CHO RD-HGA16 TAAR1, Fluo-8 calcium fluorescence; vehicle wells 0%, saturating PEA agonist 100% | activation, % at 3 µM | actives 0.99% (n = 360,000) | AID 624467;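 active = activation above the mean activation of all test compounds in the run plus 3 SD, cut at about 38% in these data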
Target sequence (Q96RJ0 whole entry, looked up): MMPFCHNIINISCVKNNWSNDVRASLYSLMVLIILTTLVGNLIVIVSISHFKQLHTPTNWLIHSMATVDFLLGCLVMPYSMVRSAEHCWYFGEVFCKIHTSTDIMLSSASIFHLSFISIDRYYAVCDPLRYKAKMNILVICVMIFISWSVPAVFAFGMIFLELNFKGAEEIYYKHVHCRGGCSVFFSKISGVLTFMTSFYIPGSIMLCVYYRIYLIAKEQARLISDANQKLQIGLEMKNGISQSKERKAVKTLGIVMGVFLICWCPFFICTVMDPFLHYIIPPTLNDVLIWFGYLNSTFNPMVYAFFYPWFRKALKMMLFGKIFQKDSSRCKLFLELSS
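test system = CHO RD-HGA16 cells carrying human TAAR1 plus Gα16 | schedule = 17-24 h seeding, 75 min 37 °C dye, 30 min RT | compound dosing = 3 µM single concentration | control set = DMSO and PEA EC100 | replicates = n 1 | signal = Fluo-8 fluorescence, 5 s baseline then 140 s kinetic read | measure = percent activation vs PEA EC100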
CHRM5 PAM = CHRM5 positive allosteric modulation. AID 624038. CHO-K1 hM5, Fluo-8 calcium, ACh EC20 PAM; 0% = ACh EC20, 100% = ACh EC100. activation, % at 3 µM. P08912. actives 0.3% (n = 360,000);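 active = activation above the run cutoff, the mean activation of all test compounds plus 3 SD, cut at about 18% in these data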
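Assay system: CHO-K1 hM5 cells. Also added: acetylcholine at EC20 concentration, added after compound. Dosing: 3 µM, single dose. Times: compound preincubation 140 s before EC20 acetylcholine addition. Signal: Fluo-8 calcium fluorescence. Measure: % activation relative to EC20 and EC100 ACh responses. Repeats: singlicate, one well per test compound.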
M4 antag = antagonists of human muscarinic M4 receptor (CHRM4); P08173; actives 0.73% (n = 360,000); inhibition, % at 3 µM; AID 624125; CHO-hM4 cells, ACh EC80, Fluo-8 calcium fluorescence;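 active = inhibition above its plate's cutoff, the mean inhibition of sample wells plus 3 SD, cut at about 27% in these data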;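 also: 0% = acetylcholine EC80 with DMSO and 100% = DMSO without agonist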
CHRM4 agonist = agonists of human muscarinic M4 receptor (CHRM4); actives 0.14% (n = 360,000); activation, % at 3 µM; P08173; CHO-K1 hM4/Gqi5, Fluo-8 calcium fluorescence; vehicle 0%, full acetylcholine response 100%; AID 624127;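 active = activation above the run mean over all test wells plus 3 SD, cut at about 32% in these data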;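 also: peak over basal fluorescence ratio per well then scaled between controls; 0% = DMSO wells and 100% = acetylcholine at EC100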
CHRM1 antagonist = blocks human M1 muscarinic receptor; inhibition, % at 3 µM; actives 1.3% (n = 360,000); CHO-K1 hM1, Fluo-8 calcium fluorescence, ACh EC80 antagonist; P11229;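 active = percent inhibition above its own plate's cutoff, namely the mean of that plate's compound wells plus 3 SD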;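 also: peak over basal fluorescence ratio during 140 s after agonist addition; 0% = ACh EC80 plus DMSO and 100% = DMSO alone without agonist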
M1 ag = agonists of human M1 muscarinic receptor | P11229 | CHO-K1 hM1, Fluo-8 calcium fluorescence, agonist mode; 0% DMSO, 100% acetylcholine EC100 | activation, % at 3 µM | actives 0.33% (n = 360,000) | AID 588814;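 active = activation above the run's mean compound activation plus 3 SD, cut at about 16% in these data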;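 also: peak over basal fluorescence ratio within a 140 s kinetic read after compound addition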
M5 antag = blocks acetylcholine activation of human M5 receptor; inhibition, % at 3 µM; actives 0.59% (n = 360,000); AID 624040; CHO-hM5 cells, Fluo-8 calcium fluorescence, ACh EC80;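 active = inhibition above a per-plate cutoff, the mean of that plate's test compounds plus 3 SD, cut at about 27% in these data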;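 also: 0% = acetylcholine EC80 with DMSO and 100% = DMSO without agonist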
Numbers without * were called inactive; . = no result given.

Order of results: CHRM5 agonist | M1 PAM | TAAR1 ag | CHRM5 PAM | M4 antag | CHRM4 agonist | CHRM1 antagonist | M1 ag | M5 antag
> COc1ccc(C(=O)C2CCCN(Cc3c[nH]c4ccccc34)C2)c(OC)c1 (stereo unspecified)
  -2 | -4 | 9 | 6 | 12 | 8 | 2 | -11 | -1
> CCN(CC)S(=O)(=O)c1ccc(O)c(C(=O)OCC(=O)N2CCCC2)c1
  -1 | 6 | -1 | 1 | -14 | 1 | -15 | -1 | -4
> CCN(CC)c1ccc(/C=C(/C#N)c2nc3ccc(C)cc3[nH]2)c(OC(C)C)c1
  58* | -25 | 41* | -18 | 56* | 46* | 52* | 31* | 69*
> O=C(Cc1ccc2c(c1)OCCO2)N/N=C/c1ccco1
  2 | 5 | 0 | -5 | -7 | 1 | -13 | -2 | 12
> N#C/C(=C\c1c[nH]c2ccccc12)C(=O)Nc1ncc(Cc2ccc(Cl)cc2Cl)s1
  0 | 0 | 1 | -4 | 1 | 1 | -6 | -2 | 9
> CCOc1cc(C2NC(=O)N(C)C(C)=C2[N+](=O)[O-])ccc1OC(C)=O (stereo unspecified)
  -1 | 8 | 1 | 3 | -1 | 1 | -5 | -3 | 7
> Cc1ccc(C2C(/C=C3/SC(=S)NC3=O)=C(c3cccs3)Oc3ccccc32)cc1 (stereo unspecified)
  -1 | -3 | 1 | -6 | 17 | 0 | 5 | -3 | 10
> Cc1nc2nc(NC(=O)c3ccco3)[nH]n2c(=O)c1C
  -3 | 1 | 6 | -2 | 3 | 0 | 3 | 0 | 13
> O=P(OCC1CCCO1)(OCC1CCCO1)OCC1CCCO1 (stereo unspecified)
  0 | 4 | 2 | -8 | 5 | 0 | -6 | -2 | 12
> O=C(CSc1ncn[nH]1)N(C1CCCCC1)C1CCCCC1
  2 | 3 | 18 | 6 | -12 | 0 | 1 | -5 | 1
> CCOC(=O)C1C(C)=CC(=O)CC1c1ccco1 (stereo unspecified)
  -4 | 5 | -1 | 1 | 18 | 0 | -4 | -4 | -2
> O=C1OCCC1=CN1CCCCC1
  3 | -2 | 4 | 3 | -7 | 0 | 14 | 1 | 13
> C=CCSc1nc2sc(C)c(C)c2c(=O)[nH]1
  -5 | -20 | -1 | -10 | 4 | -2 | 39* | -10 | 6
> Cn1cnc([N+](=O)[O-])c1Sc1ccncn1
  1 | 0 | 2 | -4 | -4 | 0 | -3 | -4 | 9
> CCN1/C(=C/C(C)=O)Sc2ccc(OC)cc21
  -8 | 6 | 2 | 13 | 1 | -1 | -1 | -3 | 1
> O=C1N(Cc2cccc(Cl)c2)C[C@@H]2C[C@@H](c3cccc4cccnc34)N3CCC[C@@]123
  -10 | -32 | 7 | -8 | 19 | 1 | 13 | -16 | 2
> Cc1nnc(SCC(=O)Nc2ccc(Cl)cn2)n1Cc1ccccc1
  0 | 1 | -1 | 1 | -11 | 1 | -2 | -3 | 0
> Cc1ccc(CNS(=O)(=O)c2cc(F)ccc2CN2C(=O)c3cccnc3C2=O)o1
  -1 | -1 | 10 | -4 | 2 | 1 | 0 | -2 | -6
> CCCCOCCCNC(=O)c1cccs1
  1 | -5 | 4 | -8 | -1 | 1 | -13 | 0 | 6
> CCC1Nc2ncnc(N3CCc4ccccc4C3)c2N(Cc2ccc(Cl)cc2)C1=O (stereo unspecified)
  1 | 15 | 40* | 5 | -5 | 0 | 0 | 1 | 3
> CC(NC(=O)c1cc([N+](=O)[O-])cc([N+](=O)[O-])c1)c1ccc(-n2ccnc2)cc1 (stereo unspecified)
  -7 | 8 | -2 | 5 | -4 | 2 | -10 | -6 | -16
> Cc1ccc(C2=N/C(=C\c3cccc(F)c3)C(=O)O2)cc1
  -7 | 12 | 0 | 1 | -4 | 1 | -18 | -2 | 10
> COc1ccc(CNC(=O)Cn2cc(C(F)(F)F)ccc2=O)cc1OC
  0 | 7 | 6 | 5 | -6 | 1 | -9 | 1 | -6
> CC1=C(C(N)=O)C(c2ccc(Cl)cc2Cl)n2ncnc2N1 (stereo unspecified)
  0 | 4 | 2 | -4 | 5 | 1 | -6 | -2 | 10
> C/C(CC(=O)Nc1ccc(N(C)C)cc1)=N\NC(=O)c1ccc(C(C)(C)C)cc1
  -5 | 2 | 1 | -1 | 1 | 1 | -8 | -4 | 10
> O=C(NCc1ccccc1)C1c2ccccc2OCC(=O)N1C1CC1 (stereo unspecified)
  2 | . | 1 | 7 | 0 | 0 | . | . | -8
> O=c1oc(CCCO)cc2ccc(C#Cc3ccsc3)cc12
  1 | -5 | 13 | -2 | 13 | 7 | 16 | -4 | 18
> Cc1nn(CC(=O)N(C)C2CCS(=O)(=O)C2)c(C)c1S(=O)(=O)N(C)C (stereo unspecified)
  3 | 5 | 1 | 4 | -2 | 0 | -1 | -1 | -3
> Cc1ccc(C)c(C(C)NC(=O)C2CCCC2)c1 (stereo unspecified)
  -3 | -1 | 1 | -2 | -2 | 0 | -9 | -5 | 0
> CCS(=O)(=O)N1CCN(C(=O)c2ccccc2)CC1
  1 | 9 | 13 | 4 | 8 | 1 | -2 | -3 | -2

Next entries.
Order of results: CHRM5 agonist | M1 PAM | TAAR1 ag | CHRM5 PAM | M4 antag | CHRM4 agonist | CHRM1 antagonist | M1 ag | M5 antag
> O=c1oc2ccccc2cc1-c1ccc(O)cc1
  -1 | 8 | 7 | 1 | -6 | 1 | -3 | -3 | 0
> COc1ccccc1NC(=O)NC(=O)N(C(C)C)S(C)(=O)=O
  -2 | 6 | 11 | -5 | 12 | 2 | 0 | -2 | 14
> COc1cc(OC)cc(-c2noc([C@@H]3O[C@H](CO)[C@H](O)[C@H](O)[C@H]3O)n2)c1
  0 | 7 | 1 | 1 | -5 | 0 | -16 | -3 | 1
> O=C(COn1nnc2ccc(Cl)cc21)NCc1ccccc1
  -2 | 10 | -1 | 9 | 0 | 1 | -9 | -5 | 0
> O=C(Nc1cccc(F)c1)Nc1nnc([C@@H]2O[C@H](CO)[C@@H](O)[C@H]2O)s1
  0 | 6 | 33 | 3 | 8 | 1 | -19 | -3 | 3
> COc1cc(NC(=S)Nc2ccc(OC(F)F)cc2)cc(OC)c1
  4 | 2 | 6 | 5 | 0 | 2 | -6 | -1 | 0
> CC(=O)Nc1ccc(NC(=O)c2ccc(OCc3c(C)noc3C)cc2)cc1
  1 | 4 | 2 | -1 | -4 | 0 | -3 | -1 | 14
> CSc1ccc(/C=N/NC(=O)c2cccs2)cc1
  1 | 11 | 2 | -2 | 9 | 0 | -21 | -1 | 5
> COc1ccccc1CCN=C(N)NS(=O)(=O)c1cc(F)ccc1F
  -1 | 1 | 2 | 0 | -12 | 4 | -6 | -1 | 6
> CN(Cc1nc2ccccc2c(=O)[nH]1)C(=O)c1ccc(NC(=O)CSc2nnnn2C)cc1
  4 | 12 | 7 | 6 | 4 | 0 | -10 | -3 | -3
> Oc1ccc2ccccc2c1CN1CCN(c2ccccc2F)CC1
  1 | 5 | 3 | -3 | -14 | 1 | -12 | -4 | 2
> COc1ccc(Cc2nnc(SCC(=O)Nc3c(C)cccc3C)[nH]c2=O)cc1
  3 | 10 | 0 | 10 | 1 | 0 | -10 | -1 | -7
> CC1CCN(CC(=O)Nc2ccccc2Sc2ccccc2)CC1
  -1 | -1 | 5 | 0 | -2 | -2 | -4 | -14 | -9
> CC(C)(C)c1ccc(C(=O)OCC(=O)Nc2sc3c(c2C#N)CCC3)cc1
  0 | 8 | 2 | 4 | 3 | 0 | -4 | 1 | 2
> O=C(CCn1c(=S)[nH]c2cc3c(cc2c1=O)OCO3)NCc1ccccc1Cl
  -6 | 8 | 0 | 2 | -6 | 1 | -8 | -4 | -1
> COC(=O)c1c(C)c(C)nc(N)c1C#N
  -8 | 1 | 2 | 7 | -5 | 1 | -35 | -4 | 2
> CCOc1ccc(NC(=O)c2cccnc2Cl)c([N+](=O)[O-])c1
  -1 | 3 | 1 | 4 | 3 | 0 | 1 | -4 | -7
> O=C(NCc1ccccc1Cl)c1ccc(S(=O)(=O)NCc2ccco2)cc1
  0 | -10 | 7 | -5 | -1 | 2 | 25 | -4 | 9
> Cn1c(=O)[nH]c(=O)c2c1nc(SCC(=O)Nc1ccccc1)n2Cc1ccccc1
  4 | 7 | 9 | 0 | -1 | 10 | -7 | -6 | 6
> CCN(CC(=O)Nc1ccc(NC(C)=O)cc1)C(=O)COc1ccc2ccccc2c1
  3 | 10 | 4 | 4 | -6 | 4 | -8 | -1 | -15
> COc1cccc(CN2CCC2(C)C(=O)Nc2cccc3cccnc23)c1F (stereo unspecified)
  -3 | 10 | 0 | -7 | -6 | 0 | -8 | -1 | 5

Just M4 antag and TAAR1 ag (2 entries from above):
SMILES | M4 antag | TAAR1 ag
CCN(CC)c1ccc(/C=C(/C#N)c2nc3ccc(C)cc3[nH]2)c(OC(C)C)c1 | 56* | 41*
CCN(CC(=O)Nc1ccc(NC(C)=O)cc1)C(=O)COc1ccc2ccccc2c1 | -6 | 4

Part of the list above, tab-delimited.
smiles	CHRM5 agonist	M1 PAM	TAAR1 ag	CHRM5 PAM	M4 antag	CHRM4 agonist	CHRM1 antagonist	M1 ag	M5 antag
CC(=O)Nc1ccc(NC(=O)c2ccc(OCc3c(C)noc3C)cc2)cc1	1	4	2	-1	-4	0	-3	-1	14
CSc1ccc(/C=N/NC(=O)c2cccs2)cc1	1	11	2	-2	9	0	-21	-1	5
COc1ccccc1CCN=C(N)NS(=O)(=O)c1cc(F)ccc1F	-1	1	2	0	-12	4	-6	-1	6
CN(Cc1nc2ccccc2c(=O)[nH]1)C(=O)c1ccc(NC(=O)CSc2nnnn2C)cc1	4	12	7	6	4	0	-10	-3	-3
Oc1ccc2ccccc2c1CN1CCN(c2ccccc2F)CC1	1	5	3	-3	-14	1	-12	-4	2
COc1ccc(Cc2nnc(SCC(=O)Nc3c(C)cccc3C)[nH]c2=O)cc1	3	10	0	10	1	0	-10	-1	-7
CC1CCN(CC(=O)Nc2ccccc2Sc2ccccc2)CC1	-1	-1	5	0	-2	-2	-4	-14	-9
CC(C)(C)c1ccc(C(=O)OCC(=O)Nc2sc3c(c2C#N)CCC3)cc1	0	8	2	4	3	0	-4	1	2
O=C(CCn1c(=S)[nH]c2cc3c(cc2c1=O)OCO3)NCc1ccccc1Cl	-6	8	0	2	-6	1	-8	-4	-1
COC(=O)c1c(C)c(C)nc(N)c1C#N	-8	1	2	7	-5	1	-35	-4	2
CCOc1ccc(NC(=O)c2cccnc2Cl)c([N+](=O)[O-])c1	-1	3	1	4	3	0	1	-4	-7
O=C(NCc1ccccc1Cl)c1ccc(S(=O)(=O)NCc2ccco2)cc1	0	-10	7	-5	-1	2	25	-4	9
Cn1c(=O)[nH]c(=O)c2c1nc(SCC(=O)Nc1ccccc1)n2Cc1ccccc1	4	7	9	0	-1	10	-7	-6	6
CCN(CC(=O)Nc1ccc(NC(C)=O)cc1)C(=O)COc1ccc2ccccc2c1	3	10	4	4	-6	4	-8	-1	-15
COc1cccc(CN2CCC2(C)C(=O)Nc2cccc3cccnc23)c1F (stereo unspecified)	-3	10	0	-7	-6	0	-8	-1	5

These rows are one share of the data; the hit share may differ from the screen's.
